# From PubChem
# TLR4 MyD88 blk – inhibitors of human TLR4-MyD88 binding; O00206; Cell-based TLR4-MyD88 binding inhibition assay; inhibition, % at 10 µM; actives 0.06% (n = 16,000); in the data active = inhibition above about 45%
# PME-1 Maybridge – PME-1 (human) inhibition, Maybridge primary screen. inhibition, % at 9 µM. recombinant PME-1, FP-Rh probe fluorescence polarization. actives 0.5% (n = 16,000). Q9Y570; in the data active = inhibition above about 30%
# Target sequence (Q9Y570 whole entry, looked up): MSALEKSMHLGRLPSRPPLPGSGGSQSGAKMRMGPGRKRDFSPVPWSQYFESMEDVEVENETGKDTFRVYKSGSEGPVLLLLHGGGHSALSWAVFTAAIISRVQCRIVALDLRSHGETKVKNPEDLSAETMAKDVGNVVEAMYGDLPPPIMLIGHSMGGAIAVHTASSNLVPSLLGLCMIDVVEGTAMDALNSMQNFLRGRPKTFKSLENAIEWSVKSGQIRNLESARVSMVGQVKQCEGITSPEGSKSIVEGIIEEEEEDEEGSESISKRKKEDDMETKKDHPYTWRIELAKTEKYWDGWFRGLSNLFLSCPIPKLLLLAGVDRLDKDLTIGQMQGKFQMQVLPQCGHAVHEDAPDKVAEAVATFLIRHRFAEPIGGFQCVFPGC
# rat GALR2 ag – activates the rat galanin receptor 2; O08726; actives 0.5% (n = 16,000); cell-based GALR2 agonist screen; activation, % at 10 µM; in the data active = activation above about 15%
# Target sequence (O08726 whole entry, looked up): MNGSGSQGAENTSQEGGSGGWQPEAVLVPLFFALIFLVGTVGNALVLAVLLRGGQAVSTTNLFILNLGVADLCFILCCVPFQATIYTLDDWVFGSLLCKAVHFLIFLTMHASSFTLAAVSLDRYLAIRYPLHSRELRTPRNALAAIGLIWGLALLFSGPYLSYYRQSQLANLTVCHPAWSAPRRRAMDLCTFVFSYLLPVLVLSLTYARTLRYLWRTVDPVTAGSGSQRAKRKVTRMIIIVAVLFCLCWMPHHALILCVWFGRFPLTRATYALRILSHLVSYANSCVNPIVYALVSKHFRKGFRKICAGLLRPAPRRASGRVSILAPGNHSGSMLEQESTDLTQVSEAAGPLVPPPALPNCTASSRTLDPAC
# Nox1 inhibitor – human Nox1 inhibition; actives 0.81% (n = 16,000); HT29 cells, luminol chemiluminescence ROS; inhibition, % at 6.7 µM; AID 1792; Q9Y5S8
# luminol inh ctr – luminol signal inhibition, Nox1 inhibitor counter-screen; HRP/luminol/H2O2 chemiluminescence counterscreen; inhibition, % at 6.7 µM; actives 0.4% (n = 16,000); also: reference of the scale not given here
# NOTCH ag – activates NOTCH signaling in reporter cells; activation, % at 2.5 µM; NOTCH signaling luciferase reporter cells, luminescence; actives 0.4% (n = 15,000); in the data active = activation above about 2.2%
# OPRK1 antag MB – OPRK1 (human) antagonism, Maybridge screen | OPRK1 cells, antagonist mode, fluorescence readout | actives 0.4% (n = 16,000) | inhibition, % at 9 µM | P41145; in the data active = inhibition above about 50%
# S1P1 ag – S1P1 (human) receptor agonism; P21453; AID 1044; S1P1 agonist cell-based reporter assay; actives 1.5% (n = 16,000); activation, % at 4.5 µM; in the data active = activation above about 80%
# Starred values were filed as active, the others as inactive; . = no result given. Rule as the data show it, unless noted: active = inhibition above about 75%; inactive = the rest.
# Values run as follows: TLR4 MyD88 blk	PME-1 Maybridge	rat GALR2 ag	Nox1 inhibitor	luminol inh ctr	NOTCH ag	OPRK1 antag MB	S1P1 ag
> CCOC(=O)CNC(=O)c1cc2cc(Br)ccc2o1
    5	0	-7	-30	0	-0.1	-14	-5
> OC(CNC1CCN(Cc2ccccc2)CC1)COc1ccc2c(c1)OCO2 (stereo unspecified)
    0	4	-2	16	-7	0.3	13	10
> Cc1nc2sc3c(c2c(=O)o1)CCCC3
    -2	-3	1	-45	3	-0.4	20	-3
> CC1(C)O[C@H]2O[C@H](C(O)COC(=O)c3ccccc3)[C@H](OC(=O)c3ccccc3)[C@H]2O1 (stereo partly specified)
    9	0	-4	-55	-2	-0.4	13	12
> O=C1NC(=S)NC(=O)C1=Cc1c(F)cccc1Cl
    12	2	-3	10	-4	-0.1	20	6
> CCOC(=O)CSc1ccc2ccccc2n1
    -4	0	-6	-4	-3	0.0	-4	3
> COc1ccc(N=C(SC)N2CCOCC2)cc1
    8	3	-4	-36	-14	-0.8	3	-9
> Cc1c(C(=O)O/N=C(\N)c2ccc(OS(=O)(=O)N(C)C)cc2)oc2ccccc12
    -1	-4	-4	9	-4	-0.5	14	59
> C/C=C(\C)C(=O)Nc1cc(C)ccc1-n1cccc1
    1	-2	-8	-11	1	-0.7	-10	-14
> O=C(N/N=C/c1cccs1)c1ccccc1CO
    -3	-2	-9	-80	3	-0.8	3	-4
> O=C(CSCCSCC(=O)Nc1cccc(Cl)c1)Nc1cccc(Cl)c1
    0	-85	1	-71	3	-0.8	-16	32
> O=C(NCC(O)c1ccccc1)Nc1ccccc1 (stereo unspecified)
    -7	3	-6	-9	3	0.0	-2	-12
> CC(C)(C)c1ccc(C(=O)Nc2ccc(C(F)(F)F)cc2)s1
    -10	-69	-10	13	-1	-0.7	28	8
> Clc1cccc(Cl)c1Cn1nnc(N2CCOCC2)n1
    12	3	-3	-37	-1	0.2	-6	12
> Cn1cnc2c(nnn2Cc2ccc(Cl)cc2)c1=O
    0	5	-6	0	-7	-4.8	-2	-7
> CN(C)/C=C/C(=O)c1cc(F)cc(F)c1O
    -7	-1	-6	-24	13	0.3	3	-8
> CSc1nc(C)c(Cc2c(F)cccc2Cl)c(=O)[nH]1
    3	8	1	8	-4	-0.5	10	24
> CC(=O)c1ccccc1OS(=O)(=O)c1ccc(C)cc1
    1	-1	-7	-56	1	-0.5	10	-12
> CSC(=CC(=O)c1ccncc1)SC
    -11	3	-6	-18	-5	3.5*	2	-5
> O=C1Nc2c(Cl)ccc(Cl)c2C1=O
    8	-2	-6	3	2	-0.7	-5	16

# Values run as follows: TLR4 MyD88 blk	PME-1 Maybridge	rat GALR2 ag	Nox1 inhibitor	luminol inh ctr	NOTCH ag	OPRK1 antag MB	S1P1 ag
> Clc1ccc(-c2cncn2N2CCCCC2)cc1
    8	1	-6	-70	-2	-0.2	11	1
> S=C1N[C@H]2CCCC[C@@H]2N1
    -2	6	-7	-3	-7	0.1	-1	0
> CCOc1ccc(/C=C(\C#N)C(=O)N2CCOCC2)cc1
    -4	-2	-7	-49	3	-0.4	12	7
> COc1cc(C(=O)c2cc(Cl)ccc2N)ccc1O
    4	4	-6	-50	-49	-0.8	-9	40
> Cc1ccnc(N2C(=O)CCC2=O)c1
    10	2	-5	-65	-1	-0.8	11	0
> c1ccc(N2CC3CCc4ccccc4C3=N2)cc1 (stereo unspecified)
    .	2	23*	-33	-18	-0.2	-54	-39
> CN(C)/C=N/c1c(C#N)cnn1-c1ccc(F)c(Cl)c1
    0	10	-1	10	-4	1.0	0	-30
> O=C(O)CCCC(=O)Nc1ccccc1SCCS(=O)(=O)c1ccc(Cl)cc1
    1	0	-3	-48	2	-0.3	5	6
> O=C1C2=C(NC(=S)NC2c2ccc([N+](=O)[O-])cc2)c2ccccc21 (stereo unspecified)
    6	22	-6	-27	29	-0.4	-28	-8
> COC(=O)c1ccc(OC)c(C#N)c1
    3	-2	-1	-62	3	0.2	14	0
> Cc1c(N2C(=O)c3ccc(Br)cc3C2=O)c(=O)n(-c2ccccc2)n1C
    0	-2	-5	-31	3	-0.3	-9	-7
> CSc1nc2cc(Cl)c(Cl)cc2[nH]1
    -10	-8	-7	6	-1	-0.1	-12	1
> Cc1cc(C)cc(NC(=S)NC2CCCCC2)c1
    -7	5	-3	-11	-1	-1.0	-17	-10
> Cc1nn(C)c2[nH]c3c(c(=O)c12)CSC3
    2	0	-4	-48	-1	-0.5	24	-19
> N#CCNc1ccc([N+](=O)[O-])cc1C#N
    4	11	-4	24	-6	-0.7	12	-8
> CCOC(=O)c1cc(NS(=O)(=O)c2cccc3nonc23)ccc1N1CCCCC1
    -8	15	-9	71	-3	0.6	0	3
> Cc1cc(C)n(CCc2noc(-c3ccccc3)n2)n1
    1	1	-3	-3	-4	0.4	-4	6
> CC1=C(C)CC2C(=O)N(c3ccc4c(c3)OCO4)C(=O)C2C1 (stereo unspecified)
    4	3	-4	-17	3	-0.1	18	-15
> O=C(NC1CCN(S(=O)(=O)c2cc(C(F)(F)F)cc(C(F)(F)F)c2)CC1)C1CCCCC1
    -6	0	-3	-53	-3	0.0	-9	-6
> Cc1nc(Sc2ncn[nH]2)c2sc(=S)n(-c3ccccc3)c2n1
    12	20	-3	10	-2	-1.0	-7	22

# Values run as follows: TLR4 MyD88 blk	PME-1 Maybridge	rat GALR2 ag	Nox1 inhibitor	luminol inh ctr	NOTCH ag	OPRK1 antag MB	S1P1 ag
> COC(=O)CCC1CCC(CCC(=O)OC)C1=O (stereo unspecified)
    -6	-1	-6	-23	0	0.7	-13	-2
> S=C(NCCc1ccccn1)NC1CC2CCC1C2 (stereo unspecified)
    9	4	3	-12	9	0.1	0	2
> CC(=O)Nc1ccccc1OCC(O)CS(=O)(=O)c1ccc(C(F)(F)F)cn1 (stereo unspecified)
    -4	-2	-8	-30	-1	-0.1	-16	6
> O=C(O)/C=C/C(=O)Nc1ccc(Cc2ccc(NC(=O)/C=C/C(=O)O)cc2)cc1
    -15	1	-5	-15	-56	0.3	16	-12
> CC(C)Sc1sc(C(=O)O)c(-c2ccc(Cl)cc2)c1C#N
    8	-2	-5	-101	3	-1.4	14	9
> COC(=O)c1c(NC(=O)c2ccc(C)cc2)csc1C
    -3	0	-4	13	-4	-0.5	-4	-16
> Cc1onc(-c2ccccc2Cl)c1NC(=O)NNC(=O)c1c(-c2ccccc2)noc1C
    2	8	-3	9	44	-0.7	23	3
> CCOC(=O)/C(C#N)=C\c1ccncc1
    -2	-2	-8	-28	2	.	-5	-9
> Clc1cccc(Cl)c1CSCc1cc2ccccc2o1
    .	-6	-7	-51	1	0.0	13	19
> O=C(CC(C(=O)c1cccs1)c1ccsc1)c1cccs1 (stereo unspecified)
    11	-33	-10	-49	3	-0.4	-5	45
> Cn1cnc([N+](=O)[O-])c1Sc1cccs1
    -1	1	-4	-35	2	-1.6	-3	27
> CC(C)(C)NC(=O)[C@@H]1C[C@@H]2CCCC[C@@H]2CN1C(=O)c1ccc(C(F)(F)F)cc1
    -10	0	-10	-32	-3	-0.6	-20	-1
> CC(=O)Nc1ccc(C)c(NS(=O)(=O)c2cc(Cl)ccc2Cl)c1
    -3	7	-10	-21	1	-0.3	-4	6
> CC12CCC(C1)C(C)(C)C2NS(=O)(=O)c1ccc(C#N)cc1 (stereo unspecified)
    -1	4	-5	-17	-1	-0.7	1	-2
> O=c1[nH]nc(-c2cccs2)cc1CC1CCCCC1
    7	-2	0	-43	4	-0.4	-4	-8
> O=C1CS(=O)(=O)C(c2cccs2)N1CC1CC1 (stereo unspecified)
    11	-3	3	-47	3	-0.6	-2	57
> N/C(=N\OC(=O)c1csc([N+](=O)[O-])c1)c1ccccn1
    7	3	-3	-35	-2	-0.5	10	-2
> O=C(c1cc(C(F)(F)F)cc(C(F)(F)F)c1)N1CC=CCC1
    6	0	-5	-54	2	-0.6	7	4
> O=C1CC(c2ccccc2)CC(=O)N1c1ccccc1
    8	-2	-4	-4	2	-0.2	-3	6
> CC(=O)c1ccccc1OC(=O)c1ccc([N+](=O)[O-])o1
    -5	3	-6	-2	-2	0.5	24	-5

# Values run as follows: TLR4 MyD88 blk	PME-1 Maybridge	rat GALR2 ag	Nox1 inhibitor	luminol inh ctr	NOTCH ag	OPRK1 antag MB	S1P1 ag
> COc1ccc(Cl)cc1NC(=O)N1CCN(CCc2ccccc2)CC1
    -11	0	-9	-30	2	0.0	-4	-11
> Cc1ccc(S(=O)(=O)Nc2ccccc2SCCS(=O)(=O)c2ccc(Cl)cc2)cc1
    -3	19	-5	-28	2	-0.6	-10	-12
> O=S(=O)(Nc1ccc(F)c(Cl)c1)c1cc(Br)c(Br)s1
    -15	7	-10	28	1	0.8	-21	90*
> CC1=C(C)CC2C(=O)N(C(Cc3ccccc3)C(=O)O)C(=O)C2C1 (stereo unspecified)
    6	2	-6	-8	-1	-0.4	10	5
> CCOC(=O)c1c(C)oc(-c2ccc(Cl)cc2)c1S(=O)(=O)NCc1ccccc1
    2	10	-5	20	-2	-0.6	18	80
> CCCCNC(=O)c1cc(S(=O)(=O)N2CCCCC2)oc1C
    13	2	-6	-22	1	0.2	-6	-1
> Cc1c(-c2ccnc(N)n2)cnn1-c1ccccc1
    5	-1	-3	-52	2	0.0	5	2
> COc1cc2cc(C(=O)N3CCN(c4cc(C)nc5ccccc45)CC3)c(=O)oc2cc1OC
    -1	8	-4	-51	-4	-0.1	20	-6
> N#CC(C#N)=CNCCN1CCN(C=C(C#N)C#N)CC1
    14	-1	-9	-112	3	.	2	-5
> Cc1ccc(Cc2nn[nH]n2)cc1C
    -3	-3	-7	-39	2	-0.4	10	-1
> CC(C)CC(NC(=O)Cc1ccsc1)C(=O)NN (stereo unspecified)
    12	8	-7	18	-8	0.3	6	38

# Part of the list above, in CSV form.
SMILES,TLR4 MyD88 blk,PME-1 Maybridge,rat GALR2 ag,Nox1 inhibitor,luminol inh ctr,NOTCH ag,OPRK1 antag MB,S1P1 ag
CCOC(=O)CNC(=O)c1cc2cc(Br)ccc2o1,5,0,-7,-30,0,-0.1,-14,-5
OC(CNC1CCN(Cc2ccccc2)CC1)COc1ccc2c(c1)OCO2 (stereo unspecified),0,4,-2,16,-7,0.3,13,10
Cc1nc2sc3c(c2c(=O)o1)CCCC3,-2,-3,1,-45,3,-0.4,20,-3
CC1(C)O[C@H]2O[C@H](C(O)COC(=O)c3ccccc3)[C@H](OC(=O)c3ccccc3)[C@H]2O1 (stereo partly specified),9,0,-4,-55,-2,-0.4,13,12
O=C1NC(=S)NC(=O)C1=Cc1c(F)cccc1Cl,12,2,-3,10,-4,-0.1,20,6
CCOC(=O)CSc1ccc2ccccc2n1,-4,0,-6,-4,-3,0.0,-4,3
COc1ccc(N=C(SC)N2CCOCC2)cc1,8,3,-4,-36,-14,-0.8,3,-9
Cc1c(C(=O)O/N=C(\N)c2ccc(OS(=O)(=O)N(C)C)cc2)oc2ccccc12,-1,-4,-4,9,-4,-0.5,14,59
C/C=C(\C)C(=O)Nc1cc(C)ccc1-n1cccc1,1,-2,-8,-11,1,-0.7,-10,-14
O=C(N/N=C/c1cccs1)c1ccccc1CO,-3,-2,-9,-80,3,-0.8,3,-4
O=C(CSCCSCC(=O)Nc1cccc(Cl)c1)Nc1cccc(Cl)c1,0,-85,1,-71,3,-0.8,-16,32
O=C(NCC(O)c1ccccc1)Nc1ccccc1 (stereo unspecified),-7,3,-6,-9,3,0.0,-2,-12
CC(C)(C)c1ccc(C(=O)Nc2ccc(C(F)(F)F)cc2)s1,-10,-69,-10,13,-1,-0.7,28,8
Clc1cccc(Cl)c1Cn1nnc(N2CCOCC2)n1,12,3,-3,-37,-1,0.2,-6,12
